PKM2 act = activators of human pyruvate kinase M2 | 260,000 tested, 0.34% active | P14618 | Potency, µM (doses to about 57.5 µM), for the others: at the highest dose activation, hits mostly activators | purified PKM2, Kinase-Glo ATP luminescence, activation; response scale: 0% is enzyme alone, no compound; also: potency is read from the fitted curve at half-maximal effect; % is scaled to controls: 0 for no effect and ±100 for the full control effect; nearly all actives have a fitted effect of over 55% in size
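hPK-M2, >95% pure; 0.1 mM ADP / 0.5 mM PEP final; imidazole pH7.2 buffer w/ 7 mM MgCl2, 50 mM KCl; 1 h RT; Kinase-Glo lum. Intermediate enzyme activity for dual inhibitor/activator qHTS.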
Giardia killer = kills Giardia lamblia. 340,000 tested, 0.15% active. Giardia lamblia trophozoite viability. activity change, % at 7.66 µM, hits read low; in the data active = activity change below about -80%; inconclusive = between about -30% and that limit;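 also: parasites exposed to compound for two days anaerobically before the ATP read; % is scaled to controls: 0 for no effect and ±100 for the full control effect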
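Media and compound were dispensed first, then trophozoites at 100 cells/well; plates sat 48 hrs at 37 deg C without oxygen before ATP luminescence reagent was added and read after 15-30 min at room temperature.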
a7 integrin act = activates integrin-mediated alleviation for muscular dystrophy; alpha7betagal myoblasts, beta-gal FDG fluorescence, 48 h; Potency, µM (titrated, usually from 38.3 µM), without a hit: at the top dose activation, most hits filed as activators; 350,000 tested, 0.064% active; AID 624291;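 also: potency is read from the fitted curve at half-maximal effect; 100% = response of the positive control SU9516; nearly all actives have a fitted effect of over 60% in size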
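Alpha7betagal+/- myoblasts (passage 13) were plated 16-24 hr, then exposed to compounds (1:260 dilution of DMSO stock) for 48 hours at 37C. After MPER lysis, β-galactosidase reporter activity was read as FDG fluorescence (ex 480/em 540) after 30 minutes.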
ASM inhibitor = inhibitors of human secretory acid sphingomyelinase; P17405; placental ASM, HMU-PC fluorogenic substrate, 60 min; Potency, µM (titrated, usually from 57.5 µM), for inactives: at the highest dose activity change, negative = inhibition, actives largely listed as inhibitors; 340,000 tested, 0.006% active; AID 504937; also: potency is read from the fitted curve at half-maximal effect
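HMU-PC0 cleavage (9 uM final) by human placental ASM, 60 min at 37 °C following 10 min compound exposure at RT; stopped at pH 10, fluorescence Ex 386/Em 447 nm.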
Tb PFK inh = inhibitors of T. brucei phosphofructokinase; T. brucei PFK, ADP-Glo luminescence; AID 485367; Potency, µM (top dose mostly 57.5 µM), for the others: top-dose activity, negative = inhibition, usual class: inhibitors; 330,000 tested, 0.17% active; O15648;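 also: potency is read from the fitted curve at half-maximal effect; 0% = uninhibited 1x PFK enzyme wells and -100% = no-enzyme wells; nearly all actives have a fitted effect of over 60% in size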
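In TEA buffer at pH 8.0 with 5 mM MgCl2, enzyme (1.25 nM) converted F6P (0.5 mM) and ATP (0.1 mM) for 45 min at room temperature. ADP product was read by luciferase luminescence.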
B2AR arrestin = agonists driving beta-arrestin recruitment to human beta2-adrenergic receptor; P07550; 330,000 tested, 0.02% active; Potency, µM (series often up to 46.1 µM), without a hit: top-dose activation, hits mostly activators; beta-arrestin recruitment to beta2AR, cell-based reporter; AID 492947;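 also: potency is read from the fitted curve at half-maximal effect; 0% = DMSO controls and full agonism = EC100 isoproterenol or metaproterenol; nearly all actives have a fitted effect of over 65% in size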
Target sequence (P07550 whole entry, looked up): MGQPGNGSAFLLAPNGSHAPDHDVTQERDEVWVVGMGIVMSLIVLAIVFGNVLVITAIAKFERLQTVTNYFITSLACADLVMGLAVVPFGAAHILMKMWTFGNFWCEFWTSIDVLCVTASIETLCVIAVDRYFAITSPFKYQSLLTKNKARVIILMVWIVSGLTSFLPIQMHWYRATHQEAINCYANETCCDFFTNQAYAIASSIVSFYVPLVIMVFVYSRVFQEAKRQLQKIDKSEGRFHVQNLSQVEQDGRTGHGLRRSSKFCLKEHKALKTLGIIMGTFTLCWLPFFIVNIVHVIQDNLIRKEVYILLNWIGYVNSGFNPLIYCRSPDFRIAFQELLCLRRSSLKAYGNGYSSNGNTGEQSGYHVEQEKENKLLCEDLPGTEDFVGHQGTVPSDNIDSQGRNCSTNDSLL
Menin-MLL TR inh = inhibitors of human menin-MLL interaction, mutant MLL peptide; O00255; Menin + Texas Red MLL mutant peptide, fluorescence polarization; Potency, µM (titrated, usually from 61.6 µM), inactives show at the highest dose FP activity change, negative = inhibition, most hits filed as inhibitors; 270,000 tested, 0.23% active; AID 1768; active = well fitted inhibition curve with a large enough effect in the polarisation, with a control signal flat, not every such curve was filed as active; inconclusive = small, poorly fitted or top-dose-only effect, or effect the other way, or a change in a side signal; inactive = no such curve, though single readings can be large or run the other way; the % refers to the polarisation; also: potency is read from the fitted curve at half-maximal effect; % of control where 0% means no effect; many of its hits are not listed in these tables
Target sequence (O00255 whole entry, looked up): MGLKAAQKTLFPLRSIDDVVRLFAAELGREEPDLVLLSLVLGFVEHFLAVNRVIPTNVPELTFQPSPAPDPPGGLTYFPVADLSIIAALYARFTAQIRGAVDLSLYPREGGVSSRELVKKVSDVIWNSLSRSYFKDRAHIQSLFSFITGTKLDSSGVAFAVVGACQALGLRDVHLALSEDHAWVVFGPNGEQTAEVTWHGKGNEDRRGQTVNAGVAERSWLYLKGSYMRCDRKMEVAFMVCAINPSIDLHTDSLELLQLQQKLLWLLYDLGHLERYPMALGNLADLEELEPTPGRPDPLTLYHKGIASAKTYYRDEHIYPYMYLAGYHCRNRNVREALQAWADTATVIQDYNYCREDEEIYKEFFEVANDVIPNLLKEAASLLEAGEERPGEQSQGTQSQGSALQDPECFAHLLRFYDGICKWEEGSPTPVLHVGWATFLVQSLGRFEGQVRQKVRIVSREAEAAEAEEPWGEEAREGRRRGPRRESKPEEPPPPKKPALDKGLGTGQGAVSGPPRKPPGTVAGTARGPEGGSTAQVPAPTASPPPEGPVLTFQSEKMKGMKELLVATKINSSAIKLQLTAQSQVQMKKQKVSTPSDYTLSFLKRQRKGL
Coupling enz = coupling enzyme interference in Giardia aldolase counter-screen. AID 2472. coupling enzyme system counterscreen, AmpLite Red fluorescence. activity change, negative = inhibition, % at 58.2 µM, hits read low. 290,000 tested, 0.67% active; in the data active = activity change below about -30%; also: % is scaled to controls: 0 for no effect and ±100 for the full control effect
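Final compound at 57.5 uM, incubated 10 min at RT with coupling enzyme reagent (glyceraldehyde-3-phosphate), then 20 min with substrate and AmpLite Red detection. Fluorescence read at 525/598 nm; tests interference with the coupling assay, not aldolase inhibition.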
PTAP TSG101 blk = blocks PTAP/TSG101 interaction to inhibit HIV-1 budding; 340,000 tested, under 10 active; Q99816; AID 493005; Potency, µM (titrated, usually from 115 µM), for the others: at the highest dose activity change, negative = inhibition, hits mostly inhibitors; Fluorescence polarization, FITC-PTAP peptide / Tsg101 binding; active = well fitted inhibition curve with a large enough effect in the main read-out, with a control signal flat, not every such curve was filed as active; inconclusive = small, poorly fitted or top-dose-only effect, or effect the other way, or a change in a side signal; inactive = no such curve, though single readings can be large or run the other way; also: potency is read from the fitted curve at half-maximal effect; % of control where 0% means no effect
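Compounds were pin-transferred onto Tsg101 binding domain (10 uM final) in HEPES pH 7.5 buffer, then FITC-PTAP peptide was added at 50 nM final. After 20 min at RT, polarization reported peptide displacement across a qHTS concentration series.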
Chronic BCR inh = chronic active BCR signaling inhibition. ABC-DLBCL IkBa-CBG/CBR reporter, luminescence ratio, 4 h. Potency, µM (titrated, usually from 46.1 µM), without a hit: at the highest dose ratio change, negative = lower green/red ratio, actives largely listed as inhibitors. 340,000 tested, 0.05% active. AID 493014; active = well fitted inhibition curve with a large enough effect in the signal ratio, with a control signal flat, not every such curve was filed as active; inconclusive = small, poorly fitted or top-dose-only effect, or effect the other way, or a change in a side signal; the % refers to the signal ratio;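 also: potency is read from the fitted curve at half-maximal effect; plate controls were basal doxycycline-induced cells for no effect and cells given 10 µM MG132 for full effect; MG132 reads +100%, hits lower the ratio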
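Cell line TMD8 (human ABC DLBCL), stably expressing tet-inducible CBG68-IkBa fusion and CBR; IMDM/0.5% FBS; cpd up to 46 uM; dox induction, 4 h, 37C/5% CO2; dual luminescence; green/red ratio; MG132 control.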
GALK inh = blocks human galactokinase activity. P51570. Purified GALK, Kinase-Glo residual ATP luminescence. Potency, µM (top dose mostly 57.5 µM), inactives show at the highest dose activity change, negative = inhibition, hits mostly inhibitors. 270,000 tested, 0.007% active. AID 1868; also: potency is read from the fitted curve at half-maximal effect; % is scaled to controls: 0 for no effect and ±100 for the full control effect
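Compounds were pin-transferred into ATP buffer (35 uM final), then GALK plus galactose (5 nM, 100 uM final) was added. After 1 h at room temperature, Kinase-Glo Plus was added and luminescence read after 10 min.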
* marks the source's active call; other numbers are inactive results; ? = inconclusive; nt = not tested or not shown; & = joins results of further samples; [ ] = remark or other dose. Unless noted, calls follow the shape of the dose curve; as a rule, active = well fitted curve in the direction sought with a large enough effect; inconclusive = small, poorly fitted or top-dose-only effect, or another doubt; inactive = no such curve, though single readings can be large; an effect the other way counts as inactive or inconclusive. An excerpt (hit frequency here may not be typical).

SMILES	PKM2 act	Giardia killer	a7 integrin act	ASM inhibitor	Tb PFK inh	B2AR arrestin	Menin-MLL TR inh	Coupling enz	PTAP TSG101 blk	Chronic BCR inh	GALK inh
CCCCN(CC)CCCNC(=O)CN1C(=O)CSc2ccc(S(=O)(=O)N3CCOCC3)cc21	?	-11	0%	1%	2%	0.0%	-11%	-1	-6%	0%&4%	5%
COc1cccc(C=Nc2ccc3c(c2)OCCO3)c1O	-11%	-23	1%	1%	0%	-0.4%	-6%	-14	-5%	3%	1%
CC(=O)Nc1ccc(S(=O)(=O)NCCC(=O)NCC2COc3ccccc3O2)cc1 (stereo not given)	-3%	9	15%	-2%	2%	0.0%	nt	nt	nt	?	-4%
COc1cccc(-n2cc(C(=O)NC(C)C)c3ccccc3c2=O)c1	nt	-11	-3%	3%	-17%	0.1%	18%	-4	0%	-2%	nt
COC(=O)C1SCC2C(=O)N(Cc3cccc(C)c3)CC(=O)N21 (stereo not given)	-3%	-6	17%	3%	0%	-0.1%	-9%	4	1%	-5%	-4%
O=C(NCc1ccccc1)C(=O)Nc1nc(C23CC4CC(CC(C4)C2)C3)cs1	-1%	13	0%	4%	0%	0.1%	19%	3	-1%	3%	1%
CC(=O)Cc1nsc(NC(=O)c2ccc(-c3cc(C(F)(F)F)ccc3Cl)o2)n1	-1%	-12	5%	3%	-15%	0.0%	7%	2	-5%	-15%	0%
C/C(Cl)=C/Cn1c(=O)c2c(nc(Br)n2Cc2ccccc2)n(C)c1=O	6%	8	-24%	-9%	3%	0.0%	-1%	6	-3%	9%	4%
CCn1c(Cc2c(C)[nH]c3ccccc23)nnc1SCC(N)=O	-2%	5	2%	4%	-1%	-0.1%	-12%	-1	-3%	7%	-2%
Cc1cccc(NC(=O)CCc2nc3sc4c(c3c(=O)[nH]2)CCCC4)n1	nt	29	22%	-1%	0%	-0.9%	nt	nt	0%	5%	nt
CCC1CN(C(=O)N2CCC(C(=O)NCc3ccc(C)o3)CC2)c2cc(C)ccc2O1 (stereo not given)	nt	-19	-49%	-2%	-11%	0.3%	nt	nt	-5%	3%	-9%
CSc1nc2[nH]c3c(c2c2nncn12)CC(C)(C)OC3	2%	-7	-4%	4%	3%	-0.2%	12%	-2	-3%	-3%	0%
CN(C)C1(CNC(=O)C2CCN(S(=O)(=O)c3cc(Cl)ccc3Cl)CC2)CCCCC1	2%	-1	-45%[inhibitor]	-2%	0%	-1.3%	nt	nt	nt	-1%	1%
O=C(NCc1ccccc1)c1cc(-n2cnnc2)ccc1Cl	-7%	2	23%	1%	-1%	0.0%	8%	0	-2%	2%	2%
O=C(NC(CSCc1ccccc1)C(=O)N/N=C/c1ccc(O)cc1O)c1ccc([N+](=O)[O-])cc1 (stereo not given)	-1%	15	-11%	?	2%	0.2%	?	-3	-2%	?	-4%
COc1ccc(OCCCCN(C)Cc2ccccc2)cc1	5%	7	5%	1%	0%	0.4%	-7%	1	-3%	1%	2%
COc1cccc(C2CC(c3ccccc3OC)n3nc(N)nc3N2)c1 (stereo not given)	0%	21	-11%	1%	2%	0.5%	4%[11.7 µM]	3	0%	?	1%
CC(=O)c1cc(C#N)c(Oc2cccc(C(F)(F)F)c2)nc1C	-1%	13	3%	-12%	-5%	3.4%	0%	4	-2%	?	1%
COC(=O)C(NS(C)(=O)=O)(c1c(C)[nH]c2ccccc12)C(F)(F)F (stereo not given)	-3%	-17	0%	3%	-2%	0.0%	14%	0	-6%	-2%	-1%
CCOC(=O)c1sc(NC(=O)c2cc3n(n2)C(C(F)(F)F)CC(c2cccs2)N3)c(C(=O)OCC)c1C (stereo not given)	0%	13	6%	2%	-3%	-1.3%	-12%	0	-1%	1%	4%
O=C(N[C@@H](Cc1ccccc1)C(=O)OCc1ccccc1)c1nc[nH]c1C(=O)NC(c1ccccc1)c1ccccc1	0%	9	-12%	2%	5%	-0.1%	-3%	-8	0%	25%	-2%
COc1ccc(C(=O)Nc2nccs2)cc1	-7%	-4	-6%	1%	0%	0.3%	-6%	-2	1%	?	5%
COc1ccc(C(=O)Nc2cccc(/C=C/c3nc4ccccc4c(=O)[nH]3)c2)cc1	-2%	3	-41%[inhibitor]	237%	1%	-1.2%	nt	0	-2%	?	0%
Cc1ccn2c(NC3CCCC3)c(-c3cccs3)nc2c1	-3%	-3	8%	162%[activator]	-2%	-0.1%	-30%	1	-3%	-9%	-2%
COC(=O)c1[nH]c2ccccc2c1NC(=O)CN1CCC(C(N)=O)(N2CCCCC2)CC1	-4%	0	1%	-1%	-1%	-1.1%	-7%	0	-1%	?	1%
CCOc1ccc(CNC(=O)CCC(=O)N2Cc3cccc(OC)c3Oc3ncccc32)cc1	nt	0	3%	1%	-2%	0.2%	nt	nt	-2%	-5%	-3%
COc1cc(NC2c3ccccc3C(=O)N2Cc2ccc3c(c2)OCO3)cc(OC)c1OC (stereo not given)	2%	-19	-7%	8%	-3%	0.1%	-5%	-1	-2%	?	2%
O=C(Nc1ccccc1)c1nnsc1S(=O)c1ccc(Cl)cc1 (stereo not given)	18%	0	-66%[inhibitor]	?	1%	-0.4%	-1%	-2	0%	?	3%
COc1ccccc1CNC(=O)C1CCN(C(=O)N(C)C)CC1	-14%	-12	13%	-1%	-1%	0.4%	3%	-3	-1%	-1%	3%
CCOC(=O)N1CCC(NC(=O)Cc2ccccc2)CC1	2%	23	?	2%	2%	-0.4%	?	2	-5%	-1%	4%
Cn1nc(C(F)(F)F)c2cc(NC(=O)OCc3ccc(F)cc3)sc21	-3%	-27	-3%	-17%	-5%	-0.1%	51%[activator]	-17	-2%	?	3%
COc1ccccc1-c1cc(C(F)(F)F)nc(NCc2ccco2)n1	-5%	-5	-53%[inhibitor]	-6%	7%	-0.7%	6%	-2	-6%	10%	-3%
C(/CCc1ccccc1)=N\Nc1nc2ccccc2[nH]1	-5%	5	1%	-1%	1%	-0.9%	-9%	-1	-2%	?	2%
O=C(CN1C(=O)NC2(CCCCC2)C1=O)Nc1cccc(Cl)c1Cl	nt	-9	-22%	0%	-8%	-0.1%	nt	nt	-3%	-3%	nt
O=C(Nc1ccc(Cl)c(Cl)c1)Nc1ccon1	-2%	-2	-33%	nt	?	-1.0%	?	-4	1%	-16%	4%
CC1=CSC2=NC(C(F)(F)F)(C(F)(F)F)NC(=O)N12	-1%	-18	-41%	5%	2%	-1.2%	nt	-1	0%	1%	-3%
O=C(C(Cc1ccccc1)n1cccc1)N1CCN(C2CCCCC2)CC1 (stereo not given)	-2%	14	-15%	0%	4%	0.1%	-10%	0	-3%	1%	1%
CC(NC(=O)COc1ncnc2cc([N+](=O)[O-])ccc12)c1ccccc1 (stereo not given)	4%	-9	-7%	3%	0%	-1.6%	7%	3	-3%	?	1%
COc1ccc([N+](=O)[O-])cc1-n1cnnn1	0%	13	-14%	2%	-1%	-0.1%	3%	1	0%	?	-2%
CCOC(=O)Nc1ccc2c(c1)N(C(=O)CN1CCN3CCCC3C1)c1ccccc1CC2 (stereo not given)	4%	-8	-7%	1%	2%	-0.3%	0%	1	-2%	6%	14%
CCC(=O)N1N=C(c2ccccc2)CC1c1ccccc1 (stereo not given)	-7%[11.5 µM]	-8	25%	8%	1%	0.4%	-13%	3	-4%	?	7%
CC1(c2ccc(OC(F)F)cc2)NC(=O)N(CC(=O)Nc2ccc(F)cc2)C1=O (stereo not given)	0%	5	-2%	1%	2%	-0.5%	40%[activator]	1	-6%	-26%	-2%
CC(=O)NC(c1ccccc1)c1cccnc1 (stereo not given)	-3%	19	?	7%	0%	0.0%	2%	-1	-7%	-1%	1%
Cc1ccc(NC(=O)CSc2nc3ccccc3c(=O)n2CC2CCCO2)cc1 (stereo not given)	-1%	-4	9%	0%	4%	0.3%	nt	nt	-5%	0%	-4%
CCCOc1ccc(C(=O)CCC(=O)NNC(=O)Cn2nc(C)cc2C)cc1	nt	-11	3%	1%	-1%	0.2%	nt	nt	-1%	6%	nt
COc1ccccc1OCCNc1cc(N2CCOCC2)ccc1[N+](=O)[O-]	-7%	21	-30%	-21%	1%	0.0%	14%	-9	-2%	?	0%
